PKM2 act – qHTS Assay for Activators of Human Muscle isoform 2 Pyruvate Kinase; purified PKM2, Kinase-Glo ATP luminescence, activation; response scale: 0% is enzyme alone, no compound; Potency, µM (titrated, usually from 57.5 µM), inactives show top-dose activation, usual class: activators; 260,000 tested, 0.34% active; AID 1631, 2009; also: potency is read from the fitted curve at half-maximal effect; % is scaled to controls: 0 for no effect and ±100 for the full control effect; nearly all actives have a fitted effect of over 55% in size
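ATP formation by purified human PK-M2, quantified via coupled luciferase luminescence after 1 h at room temperature with 0.1 mM ADP and 0.5 mM PEP final.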
USP2a inh – qHTS Assay for Inhibitors of Ubiquitin-specific Protease USP2a Using CHOP2 as the Reporter; Ubiquitin carboxyl-terminal hydrolase 2 (Homo sapiens), O75604; USP2 core, Ub-CHOP2 coupled fluorogenic reporter, 485/531; Potency, µM (series often up to 38.3 µM), inactives show at the highest dose activity change, negative = inhibition, actives largely listed as inhibitors; 330,000 tested, 0.01% active; AID 463254, 2010;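 also: potency is read from the fitted curve at half-maximal effect; plate controls were DMSO wells for no effect and full inhibition by NEM control for full effect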
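USP2 core (10nM final) preincubated 30min RT with compound in 20mM Tris-HCl pH 8.0, 2mM CaCl2, 2mM beta-mercaptoethanol, 0.05% CHAPS; 25nM Ub-CHOP2 plus 25nM reporter substrate added, fluorescence (Ex485/Em531) read after 60min.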
Giardia killer – Small Molecules that selectively kill Giardia lamblia: qHTS. Giardia lamblia trophozoite viability. activity change, % at 7.66 µM, hits read low. 340,000 tested, 0.15% active. AID 540267, 2011; in the data active = activity change below about -80%; inconclusive = between about -30% and that limit;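 also: parasites exposed to compound for two days anaerobically before the ATP read; % is scaled to controls: 0 for no effect and ±100 for the full control effect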
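Anaerobic 48 hrs incubation at 37 deg C of 100 trophozoites/well with test compounds; ATPLite 1-Step luminescence, 15-30 min RT, reports cellular ATP as viability.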
TRPV1 agonist – HTS Assay for Compounds that Act as Agonists of the Vanilloid Receptor 1. Transient receptor potential cation channel subfamily V member 1 (Homo sapiens), Q8NER1. TRPV1-expressing cells, Fluo-8 calcium influx, agonist mode. activation, % at 8.33 µM. 320,000 tested, 0.19% active; in the data active = activation above about 80%; inconclusive = between about 30% and that limit; also: 0% is about no effect
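Cells expressing TRPV1 were dye-loaded with Fluo-8 and read kinetically: 10 s baseline, 3 min after compound (agonist portion), then 2 min after EC20 capsaicin (allosteric enhancer portion). Calcium-bound dye fluorescence at 480/520 nm.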
hERG WT inh – qHTS for Inhibitors of KCHN2 3.1: Wildtype qHTS; U2OS, BacMam KCNH2, thallium flux FluxOr; active compounds read low; activity change, % at 1.84 µM; 340,000 tested, 0.37% active; Voltage-gated inwardly rectifying potassium channel KCNH2 (Homo sapiens), Q12809;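 active = maximum activity change below -70%; inconclusive = maximum activity change between -70% and -50%; inactive = maximum activity change above -50%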; also: % is scaled to controls: 0 for no effect and ±100 for the full control effect
Target sequence (Q12809 whole entry, looked up): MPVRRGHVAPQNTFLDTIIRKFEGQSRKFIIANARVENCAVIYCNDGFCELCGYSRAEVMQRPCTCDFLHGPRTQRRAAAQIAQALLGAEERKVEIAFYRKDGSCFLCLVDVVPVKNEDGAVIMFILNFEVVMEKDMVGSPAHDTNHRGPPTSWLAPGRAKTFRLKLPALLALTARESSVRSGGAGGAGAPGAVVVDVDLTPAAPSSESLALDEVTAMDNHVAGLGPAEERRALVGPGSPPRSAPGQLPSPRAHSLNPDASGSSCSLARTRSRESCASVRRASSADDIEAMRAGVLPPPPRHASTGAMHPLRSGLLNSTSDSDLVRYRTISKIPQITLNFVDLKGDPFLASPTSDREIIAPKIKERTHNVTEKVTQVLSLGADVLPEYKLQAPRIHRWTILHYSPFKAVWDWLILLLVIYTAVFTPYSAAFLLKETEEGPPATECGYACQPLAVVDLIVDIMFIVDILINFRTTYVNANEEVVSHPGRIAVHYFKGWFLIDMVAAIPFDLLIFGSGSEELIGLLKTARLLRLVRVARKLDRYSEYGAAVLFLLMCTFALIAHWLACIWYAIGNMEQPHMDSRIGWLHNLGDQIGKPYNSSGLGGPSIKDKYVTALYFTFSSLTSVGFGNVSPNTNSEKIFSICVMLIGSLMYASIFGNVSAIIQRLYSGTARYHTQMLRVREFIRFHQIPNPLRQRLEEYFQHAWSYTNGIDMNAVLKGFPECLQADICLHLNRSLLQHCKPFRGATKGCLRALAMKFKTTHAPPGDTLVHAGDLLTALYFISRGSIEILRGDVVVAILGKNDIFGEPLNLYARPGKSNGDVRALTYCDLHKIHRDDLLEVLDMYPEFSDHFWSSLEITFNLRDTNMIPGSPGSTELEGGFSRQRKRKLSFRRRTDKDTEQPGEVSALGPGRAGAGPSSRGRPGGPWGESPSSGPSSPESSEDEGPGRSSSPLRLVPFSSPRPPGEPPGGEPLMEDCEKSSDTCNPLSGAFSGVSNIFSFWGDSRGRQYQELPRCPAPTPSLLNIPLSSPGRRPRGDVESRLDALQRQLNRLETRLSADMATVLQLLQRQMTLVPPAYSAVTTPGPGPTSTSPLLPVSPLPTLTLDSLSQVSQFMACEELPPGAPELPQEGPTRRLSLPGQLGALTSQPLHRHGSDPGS
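U2OS cells transduced with wild-type KCNH2 virus are loaded with FluxOr dye for 45 min, and thallium flux is measured in kinetic reads before and after stimulation buffer. Rate constants are normalized to DMSO controls.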
GALK inh – qHTS Assay for Inhibitors of Human Galactokinase (GALK); P51570; Purified GALK, Kinase-Glo residual ATP luminescence; Potency, µM (titrated, usually from 57.5 µM), for inactives: at the top dose activity change, negative = inhibition, most hits filed as inhibitors; 270,000 tested, 0.007% active; also: potency is read from the fitted curve at half-maximal effect; % is scaled to controls: 0 for no effect and ±100 for the full control effect
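Kinase-Glo Plus luminescence measured ATP left after a 1 h room-temperature reaction. The reaction used 5 nM GALK, 100 uM galactose and 35 uM ATP at pH 8.0 (20 mM HEPES, 5 mM MgCl2, 60 mM NaCl, 1 mM DTT, 0.01% BSA).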
Coupling enz – qHTS Assay for Inhibitors of Fructose-1,6-bisphosphate Aldolase from Giardia Lamblia: Coupling assay counterscreen. coupling enzyme system counterscreen, AmpLite Red fluorescence. AID 2472, 2010. 290,000 tested, 0.67% active. activity change, negative = inhibition, % at 58.2 µM, hits read low; in the data active = activity change below about -30%; also: % is scaled to controls: 0 for no effect and ±100 for the full control effect
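Counterscreen of the coupled detection system alone, without aldolase: glyceraldehyde-3-phosphate coupling enzymes plus AmpLite Red readout. Compounds at 57.5 uM final, 10 min RT preincubation, 20 min RT reaction, fluorescence 525/598 nm.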
KCNH2 3.1 inh – qHTS for Inhibitors of KCHN2 3.1: Mutant qHTS. AID 720553, 2013. 340,000 tested, 0.95% active. U2OS KCNH2 3.1, thallium flux FluxOr; active compounds read low. activity change, % (tested at about 1.8 µM);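 active = maximum activity change below -70%; inconclusive = maximum activity change from -70% to -50%; inactive = maximum activity change above -50%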;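 also: thallium influx rate constant from kinetic fluorescence after stimulation buffer; % is scaled to controls: 0 for no effect and ±100 for the full control effect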
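Virally transduced U2OS (3.1 isoform, 4 h infection in dark at RT) → overnight 37 C → FluxOr + Red40 in HBSS/HEPES, 45 min → stimulation buffer, 2 min kinetic read → rate constant vs DMSO controls.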
B2AR arrestin – qHTS assay of beta-arrestin-biased ligands of beta2-adrenergic receptor | beta-arrestin recruitment to beta2AR, cell-based reporter | AID 492947, 2010 | Potency, µM (titrated, usually from 46.1 µM), for inactives: at the top dose activation, usual class: activators | 330,000 tested, 0.02% active | Beta-2 adrenergic receptor (Homo sapiens), P07550;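 also: potency is read from the fitted curve at half-maximal effect; 0% = DMSO controls and full agonism = EC100 isoproterenol or metaproterenol; nearly all actives have a fitted effect of over 65% in size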
MLL CXXC-DNA inh – qHTS Fluorescence Polarization Assay for Inhibitors of MLL CXXC domain - DNA interaction; Histone-lysine N-methyltransferase 2A (Homo sapiens), Q03164; MLL-CXXC / FITC-HOXA9 DNA fluorescence polarization; Potency, µM (top dose mostly 115 µM), for the others: top-dose activity change, negative = inhibition, actives largely listed as inhibitors; 290,000 tested, 0.037% active; AID 2662, 2010; active = well fitted inhibition curve with a large enough effect in the polarisation, with a control signal flat, not every such curve was filed as active; inconclusive = small, poorly fitted or top-dose-only effect, or effect the other way, or a change in a side signal; inactive = no such curve, though single readings can be large or run the other way; the % refers to the polarisation; also: potency is read from the fitted curve at half-maximal effect
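Steps: dispense CXXC domain solution (7 uM) → pin compounds or unlabeled HOX-A9 DNA control → 5 min ambient → add FLSN-HOX-A9 solution (50 nM) → spin → 30 min ambient → fluorescence polarization. Tris pH 7.5/NaCl/DTT/BSA buffer.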
Menin-MLL TR inh – qHTS Assay for Inhibitors Targeting the Menin-MLL Interaction in MLL Related Leukemias: Competition With Texas Red Labeled MLL-derived Mutant Peptide; O00255; Menin + Texas Red MLL mutant peptide, fluorescence polarization; Potency, µM (highest dose often 61.6 µM), for the others: at the highest dose FP activity change, negative = inhibition, hits mostly inhibitors; 270,000 tested, 0.23% active; AID 1768, 2009; active = well fitted inhibition curve with a large enough effect in the polarisation, with a control signal flat, not every such curve was filed as active; inconclusive = small, poorly fitted or top-dose-only effect, or effect the other way, or a change in a side signal; inactive = no such curve, though single readings can be large or run the other way; the % refers to the polarisation; also: potency is read from the fitted curve at half-maximal effect; % of control where 0% means no effect; many of its hits are not listed in these tables
* hit, by the source's call; ? = inconclusive; . = not tested or not shown; [ ] = another dose, or the depositor's remark. Unless noted, calls follow the shape of the dose curve; as a rule, active = well fitted curve in the direction sought with a large enough effect; inconclusive = small, poorly fitted or top-dose-only effect, or another doubt; inactive = no such curve, though single readings can be large; an effect the other way counts as inactive or inconclusive. This is a subset; the hit share may differ from the screen's.

SMILES	PKM2 act	USP2a inh	Giardia killer	TRPV1 agonist	hERG WT inh	GALK inh	Coupling enz	KCNH2 3.1 inh	B2AR arrestin	MLL CXXC-DNA inh	Menin-MLL TR inh
CCCOc1nc(C)cc(COC)c1C(N)=O	1%	1%	0	-2	-12	-1%	0	0	4.7%	6%	-15%
O=c1[nH]c(CN2CCc3ccccc32)nc2scc(-c3cccs3)c12	-8%	1%	-2	0	-9	5%	-1	-9	-0.3%	0%	?
COc1ccc(NC(=O)CSc2nccn2Cc2ccccc2)c(OC)c1	-4%	-2%	3	2	0	-4%	.	0	-0.4%	-2%	.
COc1cc(NC(=O)c2cc(C)on2)cc(OC)c1OC	4%	0%	0	-2	-6	0%	-4	-8	-1.7%	5%	-6%
COc1cccc(-n2nnnc2SCC(=O)NC2CCCC2)c1	-5%	3%	-7	0	-12	1%	4	-10	0.1%	-10%	2%
COC(=O)c1ccc(/C=N/NC(=O)C(=O)NCC2CCCO2)cc1 (stereo not given)	-6%	0%	-2	0	-10	6%	-1	-8	-0.1%	-1%	.
CCOc1ccc(NC(=O)CN(C)C(=O)CSCc2ccc(C)cc2)cc1OCC	.	0%	-6	5	0	.	.	7	-0.1%	.	.
C(#Cc1ccccc1)C[N+]1(CC#Cc2ccccc2)CCCCC1	-5%	0%	-8	13	1	6%	2	-15	0.2%	7%	-10%
Cc1cc(N2CCCCC2)nc(N2CCCCC2)n1	2%	2%	-1	12	10	7%	3	8	-0.2%	3%	-27%
O=C(c1ccccc1)N(Cc1nc2ccccc2c(=O)[nH]1)C1CCCCC1	-10%	2%	-4	0	-11	-1%	1	1	-0.3%	2%	-18%
COc1cccc(NC(=O)CN(C)C(=O)Cc2ccc(Cl)cc2Cl)c1	0%	1%	-18	1	-23	-3%	-2	-2	-1.5%	8%	3%
Cc1ccc(NC(=O)c2ccc(NC(=O)C3CCCCC3C(=O)O)cc2)cc1 (stereo not given)	-6%	3%	1	6	-2	7%	.	-4	-0.2%	12%	.
Cc1cccc(NC(=O)NC(=S)NC(=O)c2ccccc2)c1	1%	-1%	4	0	1	-4%	0	-3	-0.5%	4%	10%
CCc1ccc(/C=C2\Oc3ccc(C(=O)OC)cc3C2=O)cc1	-4%	-4%	-15	-4	-1	2%	1	-6	-0.4%	-9%	1%
O=C(NCCc1ccccc1)c1cccs1	-6%	-2%	0	?	4	0%	1	-5	0.3%	-3%	4%
COc1ccc(-c2cc(C(N)=O)nc(N3CCCCCC3)n2)cc1	-3%	0%	0	13	-1	-1%	1	-5	0.0%	-2%	-1%
CCC(C)C(NC(=O)C1CCC(C)CC1)C(=O)NCCCN1CCCCC1CC (stereo not given)	-2%	1%	-2	1	25	1%	2	9	0.3%	3%	6%
CCN(CC)CCCNC(=O)Cc1c(C(=O)O)n(C)c2ccccc12	10%	2%	-9	-1	1	0%	0	-3	-0.4%	-4%	5%
CSc1ccccc1C(=O)N(C)Cc1ccccc1	0%	1%	-4	2	-13	-2%	3	2	0.0%	8%	4%
CCN(CC)C(=S)NC(=O)c1ccc(F)cc1	-1%	0%	-24	-1	-8	7%	2	-27	-0.2%	19%	-14%
CCCn1nnc(NC(=O)C(C)C)n1	-6%	2%	24	-1	0	8%	1	-4	-0.7%	-7%	.
CC1Cc2nc(SCC(=O)N3CCN(c4ccccc4)CC3)n(C)c(=O)c2S1 (stereo not given)	0%	2%	-17	1	-19	-4%	0	12	2.9%	15%	-17%
Cc1ccc2c(c1)N(C(=O)CCC(=O)NC1CCC(C)CC1)CCO2 (stereo not given)	8%	-9%	-6	0	-10	.	-1	2	0.4%	.	-7%
Cc1ccc(/C=C/C(=O)Oc2ccc(C#N)cc2)o1	.	4%	.	0	.	4%	2	.	-0.4%	13%	-1%
Cc1cc(Cl)c(C(=O)Nc2cccc(C(F)(F)F)c2)c(C)n1	-6%[11.5 µM]	2%	13	2	0	-8%	1	-3	-0.5%	-5%	16%
CC1(C)Cc2c(cnn2-c2cccc(F)c2)C(NC(=O)C2CCOCC2)C1 (stereo not given)	-2%	-2%	-17	6	-4	-6%	.	.	0.5%	-2%	.
CCOc1ccc(N(CC(=O)NC2CCCC2)S(=O)(=O)c2c(C)[nH]c(=O)[nH]c2=O)cc1	1%	2%	?	-5	13	-3%	6	2	-0.1%	-3%	10%
CC1(C)NC(=O)N(CCOc2ccc3c(c2)CCC3)C1=O	-4%	1%	5	?	9	2%	1	8	-1.2%	-4%	-1%
Cc1cc2oc(=O)cc(CN3CCOCC3)c2cc1Cl	1%	2%	12	18	4	0%	0	-3	-0.8%	7%	-10%
COc1ccc(N2CCOCC2)c(NC(=O)c2cc3ccccc3o2)c1	.	2%	18	23	-1	-1%	0	4	-0.3%	4%	20%
O=c1c2c3c(sc2nc2n1CCCC2)CCC3	-5%	-1%	2	6	3	-1%	1	-18	-0.1%	-1%	-21%
COc1ccc(CNS(=O)(=O)c2cc(CN3C(=O)c4cccnc4C3=O)ccc2OC)cc1	.	1%	5	-3	-4	-2%	.	-11	0.0%	5%	.
Cc1[nH]c2ccccc2c(=O)c1CN1CCCCCC1	.	3%	-1	2	19	11%	7	9	0.2%	9%	-1%
CCc1ccccc1NC(=O)CSc1nnc(-c2ccncc2)o1	3%	2%	3	0	1	0%	-1	-2	-0.2%	-5%	1%
CCCCc1ccc(NC(=O)CSC2=NN3CCCC(=O)N=C3S2)cc1	.	1%	3	1	1	-5%	0	1	-0.5%	-6%	22%
CC(C)(C)c1ccc(S(=O)(=O)NCc2ccc(C(=O)N3CCOCC3)cc2)cc1	-11%	2%	1	2	.	0%	2	-4	0.2%	8%	0%
COc1cc(OC)cc(C(=O)NC(=S)NNC(=O)[C@H]2C[C@@H]2c2ccccc2)c1	-6%	0%	-5	4	6	-3%	3	3	-1.1%	6%	.
Cc1c(C(=O)N2CCN(Cc3ccccc3)CC2)oc2c1C(=O)CCC2	.	0%	38[activator]	11	-5	6%	.	-1	0.4%	12%	.
NS(=O)(=O)c1ccc(N=Nc2c(-c3ccccc3)[nH]n(-c3nc(-c4ccccc4)cs3)c2=O)cc1	2%	5%	9	1	-33	1%	1	-84*	-0.5%	-1%	?
C=COC(=O)CSc1snc(SCC(=O)OC)c1C#N	?	2%	23	-16	-4	0%	9	-4	-0.4%	-1%	41%[activator]
CC(=O)c1ccc(COC(=O)c2ccccc2NC(=O)C(C)C)cc1	2%	2%	.	4	.	2%	2	.	0.0%	0%	-22%
Cc1ccc(N/N=C2\CC(=O)c3ccccc32)cc1Cl	-4%	1%	.	9	.	2%	-18	.	-0.9%	-10%	?
COc1ccc(NC(=O)CC2SC(=O)NC2=O)cc1 (stereo not given)	-2%	0%	-3	-1	-9	7%	2	-2	-0.1%	6%	0%
Cc1cccc(C)c1NC(=O)Cn1c(CN2CCCCC2)nc2ccccc2c1=O	-5%	1%	-2	0	0	-2%	4	1	-0.4%	-3%	-9%
COc1ccc(CN(C)C(=O)Cc2c[nH]c3ccccc23)cc1	.	-1%	23	3	-17	0%	2	11	-0.9%	8%	10%
CC(C)N(C(=O)[C@H]1C[C@H](CC(=O)NCc2cccc(C(F)(F)F)c2)C(=O)N2CCc3c([nH]c4ccc(Cl)cc34)[C@]12C)C(C)C	.	3%	-16	.	6	.	.	-9	-0.7%	.	.
CCOC(=O)C1CCCNC1=O (stereo not given)	-9%	-4%	4	.	-2	2%	1	-2	-0.4%	1%	.
O=C(/C=C/c1cccs1)c1ccc(NC(=O)c2ccccc2F)cc1	5%	-5%	-25	10	-4	.	-1	-9	-0.4%	-6%	14%
COc1cccc2c(=O)n(CC(=O)N3CCCCCC3)ccc12	8%	4%	8	9	-7	3%	1	1	-0.2%	3%	-11%
